CSN deneddyl inh = inhibitors of CSN-mediated cullin deneddylation, primary screen, biochemical, fluorescence polarization, uHTS | Purified CSN, SCF-Nedd8-OG deneddylation | inhibition, % at 12.5 µM | hit rate 0.38% among 360,000 | AID 651999, 2013;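 active means pattern-corrected inhibition above about 35%, with an unprinted fluorescence ratio check between 0.5 and 1.5, limit read from the data, passing the limit was not always enough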;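 further: 0% = enzyme with substrate and 100% = substrate without enzyme; some results filed as inactive read as strong as hits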
Target sequence (Q92905 whole entry, looked up, one chain of several): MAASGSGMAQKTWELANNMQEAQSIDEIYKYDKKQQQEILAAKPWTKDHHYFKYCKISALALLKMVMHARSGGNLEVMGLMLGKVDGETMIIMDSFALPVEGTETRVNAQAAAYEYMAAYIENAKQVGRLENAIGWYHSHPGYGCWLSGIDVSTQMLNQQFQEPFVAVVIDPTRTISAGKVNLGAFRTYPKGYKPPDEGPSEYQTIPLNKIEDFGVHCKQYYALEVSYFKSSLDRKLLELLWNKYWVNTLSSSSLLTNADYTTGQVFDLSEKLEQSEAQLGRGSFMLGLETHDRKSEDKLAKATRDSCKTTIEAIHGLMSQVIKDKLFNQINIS
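Assay system: HEK293T-derived human Csn5 enzyme; quantity: 0.24 nM enzyme; medium: Tris/NaCl/DTT buffer, pH 7.5; also added: substrate SCFSkp2-Nedd8OG, 10 nM; doses: 12.5 µM compound; schedule: 90 min reaction at room temperature; signal: FP; read-out: % inhibition of substrate cleavage by Csn5; benchmarks: substrate-only high control, full reaction low control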
Rpn11 block = Rpn11 (PSMD14) deubiquitinase inhibitors, primary screen, biochemical, fluorescence polarization, uHTS; 26S proteasome non-ATPase regulatory subunit 14 (Homo sapiens), O00487; human 26S proteasome, Ub4-pepOG fluorescence polarization; 20S core pre-blocked with epoxomicin; calls only at 20 µM; hit rate 0.59% among 360,000;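 active means inhibition at 20 µM, scaled to each plate's controls, above about 33%, limit read from the data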
Neddylation inh = inhibitors of cullin neddylation, primary screen, biochemical, TR-FRET, uHTS, NAE and Ubc12. NEDD8-conjugating enzyme Ubc12 (Homo sapiens) + NEDD8-activating enzyme E1 regulatory …. calls only at 25 µM. hit rate 0.58% among 360,000. AID 651699, 2012; in the data active means inhibition above about 36%
SUMO1 PPI mod = modulators of SUMO1 protein-protein interactions, primary screen, biochemical, uHTS. hit rate 0.33% among 360,000. SUMO1 binding to a labelled peptide, TR-FRET, 1 h. inhibition, % at 20 µM; in the data active means inhibition above about 37%
Target sequence (P63165 whole entry, looked up): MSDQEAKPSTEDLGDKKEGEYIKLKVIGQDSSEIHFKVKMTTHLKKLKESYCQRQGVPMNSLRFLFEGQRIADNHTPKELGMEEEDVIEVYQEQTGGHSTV
DNMT1 inh = human DNMT1 methyltransferase inhibitors, primary screen, biochemical, molecular beacon, fluorescence, HinP1I cleavage, uHTS | inhibition (reported as % activation of signal), % at 10 µM | AID 588458, 2011 | hit rate 0.83% among 360,000 | DNA (cytosine-5)-methyltransferase 1 (Homo sapiens), P26358; in the data active means inhibition above about 50%
LMPTP block = LMPTP phosphatase inhibitors, primary screen, biochemical, fluorescence intensity, uHTS. recombinant LMPTP-A, OMFP fluorogenic substrate. hit rate 0.22% among 360,000. inhibition, % at 20 µM. Low molecular weight phosphotyrosine protein phosphatase (Homo sapiens), P24666;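 active means compounds that cut the enzyme signal by at least half of the control window in the single-dose screen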;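 further: plate controls were DMSO wells with enzyme plus substrate for no effect and substrate without enzyme for full effect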
Target sequence (P24666 whole entry, looked up): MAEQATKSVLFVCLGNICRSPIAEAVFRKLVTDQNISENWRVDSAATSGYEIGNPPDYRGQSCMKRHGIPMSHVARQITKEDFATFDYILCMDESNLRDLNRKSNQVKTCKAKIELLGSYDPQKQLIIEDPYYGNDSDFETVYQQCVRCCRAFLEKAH
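Material: LMPTP-A; amount: 0.625 nM enzyme; doses: single 20 µM dose; times: reaction 50 min, room temperature, dark; technique: fluorescence intensity of OMFP turnover product; benchmarks: no-enzyme and uninhibited controls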
Rin1-Abl PPI inh = inhibitors of Rin1-Abl protein binding, primary screen, biochemical, TR-FRET; inhibition, % at 7.35 µM; hit rate 0.4% among 360,000; Tyrosine-protein kinase ABL1 (Homo sapiens) + Ras and Rab interactor 1 (Homo sapiens), …; in the data active means inhibition above about 5%, passing the limit was not always enough
STEP inh = STEP phosphatase inhibitors, primary screen, biochemical, fluorescence intensity, uHTS; hit rate 0.25% among 360,000; recombinant STEP, OMFP fluorogenic substrate; Tyrosine-protein phosphatase non-receptor type 5 (Homo sapiens), P54829; inhibition, % at 20 µM;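 active means inhibition at 20 µM, scaled per plate between control wells, above about 37%, limit read from the data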;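 further: 0% = DMSO with enzyme and substrate and 100% = substrate only without enzyme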
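Material: STEP (striatal-enriched tyrosine phosphatase) enzyme, cell-free; Compound dosing: 20 µM single dose in 1% DMSO; Technique: fluorescence read at 480 nm ex / 540 nm em; Times: reaction 20 min, ambient temperature; Medium: 50 mM Bis-Tris pH 6.0 with 2.5 mM DTT and 0.005% Tween 20; Also added: OMFP at 25 µM.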
NadD inh = inhibitors of S. aureus NadD, primary screen, biochemical, colorimetric, uHTS. purified NadD enzyme, colorimetric absorbance read-out. hit rate 0.78% among 360,000. Nicotinate-nucleotide adenylyltransferase NadD (Staphylococcus aureus N315). inhibition, % at 20 µM. AID 602399, 2012; in the data active means inhibition above about 26%; further: some compounds past the cut are filed as inactive
Scp-1 inhibitor = Scp-1 phosphatase inhibitors, primary screen, biochemical, colorimetric, uHTS; Carboxy-terminal domain RNA polymerase II polypeptide A small phosphatase 1 (Homo …; Recombinant Scp1, phosphopeptide, malachite green phosphate absorbance; inhibition, % at 20 µM; hit rate 0.88% among 340,000;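 active means inhibition above about 50% at 20 µM, limit read from the data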;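 further: plate controls were DMSO wells with enzyme for no effect and wells lacking enzyme for full effect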
Target sequence (Q9GZU7 76-261 limits assumed): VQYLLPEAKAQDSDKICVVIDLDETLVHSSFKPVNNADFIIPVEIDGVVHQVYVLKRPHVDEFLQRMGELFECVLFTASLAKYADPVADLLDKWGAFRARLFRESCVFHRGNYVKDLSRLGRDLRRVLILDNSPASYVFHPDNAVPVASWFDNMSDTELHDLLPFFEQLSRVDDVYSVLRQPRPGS
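assay system = SCP-1 phosphatase catalytic domain, residues 76-261 | buffer or medium = 50 mM Tris acetate pH 5.5, 0.005% Tween-20, 10 mM MgCl2 | incubation = enzyme reaction 45 min at room temperature, colour 5 min, stabilisation 30 min | signal = Phosphate-binding colour reagent, absorbance read at 630 nm | measure = % inhibition at 20 µM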
Active calls of the source: *; i = inactive; nt = not tested or not shown; + = active, no number. Random draw from the library; any-hit rate near 3.8%.

NadD inh | Rpn11 block | LMPTP block | STEP inh | Neddylation inh | DNMT1 inh | Rin1-Abl PPI inh | SUMO1 PPI mod | Scp-1 inhibitor | CSN deneddyl inh | SMILES
3 | i | -0.8 | -1 | i | -3 | 4 | 4 | 1 | 2 | CCOc1ccccc1-c1nc2c([nH]1)c(=O)n(C)c(=O)n2C
-3 | i | 0.2 | 3 | i | 1 | 6 | 4 | -6 | 1 | Cc1ccc(NC(=O)c2cc(N(C)C)ccc2[P+](=O)O)cc1
1 | i | -1.8 | 1 | i | 1 | -1 | 4 | -2 | 0 | Cc1c(Cl)cccc1NC(=O)CNC(=O)C1CC(=O)N(CCc2ccccc2)C1 (stereo not given)
9 | i | 2.6 | -2 | i | 0 | -1 | 4 | -4 | 2 | Cc1cc(=O)n2nc(N3CCC(C(=O)N4CCN(c5ccccc5)CC4)CC3)sc2n1
0 | i | 0.2 | -2 | i | 1 | 0 | -2 | -4 | -1 | COc1cc(NC(=O)C2CC(=O)NC3=C2C(=O)CCC3)c(OC)cc1Cl (stereo not given)
-1 | i | -1.9 | -3 | i | 11 | -3 | -7 | 2 | -4 | Cc1ccc(S(=O)(=O)N2CCN(CC(=O)N/N=C/c3ccco3)CC2)cc1
-5 | i | 0.1 | 0 | + | 0 | 1 | 5 | -13 | -1 | Nc1c(C(=O)Nc2ccc3c(c2)OCCO3)nnn1Cc1cccc(F)c1
-7 | i | -2.4 | 46* | i | 3 | 2 | 0 | -3 | -4 | COCCCN(C(=S)Nc1c(C)cc(C)cc1C)C(C)c1ccccn1 (stereo not given)
-7 | i | -0.5 | 0 | i | 0 | 4 | 7 | -2 | 1 | CC(=O)c1ccc(NC(=O)COC(=O)c2ccc(F)cc2F)cc1
-4 | i | -0.5 | 1 | i | -2 | 3 | 3 | -3 | -4 | COc1cc(NC(=O)C2CC(c3cccc(OC)c3OC)=NO2)cc(OC)c1OC (stereo not given)
6 | i | 1.4 | -2 | i | 1 | -5 | 15 | 2 | 1 | Cn1c(N)c(C(=O)COC(=O)c2cncc(Br)c2)c(=O)n(C)c1=O
-8 | i | 1.9 | 6 | i | -5 | -2 | -6 | -15 | 2 | O=C(COC(=O)c1cc(S(=O)(=O)N2CCCCC2)ccc1N1CCOCC1)c1ccc(F)cc1
2 | i | -11 | -6 | i | -3 | 1 | 0 | -5 | 1 | Cc1ccc(C)c(OCC(=O)NCCN(C)C)c1
-11 | i | 0.3 | 0 | i | 3 | 0 | 3 | -3 | -1 | CC(C)(c1ccccc1)c1ccc(OCC(O)CN2CCCC2)cc1 (stereo not given)
-6 | i | -0.5 | -2 | i | 1 | -5 | -14 | -27 | -2 | O=C(NC1CC1)C1CCN(C2CCN(C(=O)/C=C/c3cccs3)CC2)CC1
1 | i | 0.9 | -5 | i | 18 | -5 | -16 | -7 | 0 | CCCCN(CC)CCCNC(=O)c1cc2cc3ccc(OC)cc3nc2o1
-1 | i | 0.0 | -3 | i | -1 | 2 | -2 | -5 | 1 | O=C(NN=C1C2CC3CC1CC(Cl)(C3)C2)c1cccs1
8 | i | 1.0 | -2 | i | 2 | 2 | 4 | 5 | 3 | N#Cc1c(-c2ccccc2Cl)cc(C2CC2)nc1N
-5 | i | -3.0 | 21 | i | 3 | -7 | -35 | -7 | 2 | O=C(CCN1C(=O)c2cccc3cccc(c23)C1=O)NCC1CCCO1 (stereo not given)
-7 | i | 2.8 | 4 | i | -2 | -2 | -3 | 3 | -2 | Cn1c(Cl)c(/C=N/OC(=O)c2ccc(Cl)cc2)c2ccccc21
-3 | i | -2.8 | 1 | i | 2 | 1 | -3 | -21 | -9 | Cc1ccc(C(=O)C2=C(O)C(=O)N(CCCN3CCOCC3)C23C(=O)N(C)c2ccccc23)o1 (stereo not given)
-3 | i | -0.5 | -5 | i | -1 | 2 | -1 | -4 | -4 | COC(=O)c1cc(OC)c(OC)cc1NC(=S)N1CCCC(CO)C1 (stereo not given)
2 | i | -0.4 | 3 | + | 1 | -3 | -28 | 7 | -2 | CC(=O)c1ccc(-c2ccc(C(=O)N3CCC(C(N)=O)CC3)o2)cc1
15 | i | -2.6 | -2 | nt | 23 | 0 | 1 | nt | 3 | COc1ccc(C2Nc3ccc4ccccc4c3-c3c2c(=O)oc2ccccc32)cc1 (stereo not given)

4 entries drawn at random from those above, as already listed:
NadD inh | Rpn11 block | LMPTP block | STEP inh | Neddylation inh | DNMT1 inh | Rin1-Abl PPI inh | SUMO1 PPI mod | Scp-1 inhibitor | CSN deneddyl inh | SMILES
2 | i | -0.4 | 3 | + | 1 | -3 | -28 | 7 | -2 | CC(=O)c1ccc(-c2ccc(C(=O)N3CCC(C(N)=O)CC3)o2)cc1
15 | i | -2.6 | -2 | nt | 23 | 0 | 1 | nt | 3 | COc1ccc(C2Nc3ccc4ccccc4c3-c3c2c(=O)oc2ccccc32)cc1 (stereo not given)
-3 | i | -0.5 | -5 | i | -1 | 2 | -1 | -4 | -4 | COC(=O)c1cc(OC)c(OC)cc1NC(=S)N1CCCC(CO)C1 (stereo not given)
-5 | i | -3.0 | 21 | i | 3 | -7 | -35 | -7 | 2 | O=C(CCN1C(=O)c2cccc3cccc(c23)C1=O)NCC1CCCO1 (stereo not given)

Next section
NadD inh | Rpn11 block | LMPTP block | STEP inh | Neddylation inh | DNMT1 inh | Rin1-Abl PPI inh | SUMO1 PPI mod | Scp-1 inhibitor | CSN deneddyl inh | SMILES
2 | i | -0.7 | 0 | i | -4 | 2 | -13 | -7 | 1 | COCc1cc(C)nc(Nc2ccc(C)c(C)c2)c1C#N
-1 | i | 0.2 | -4 | i | -2 | -3 | -8 | -11 | -4 | Nc1nc(NCc2ccccc2)nc(NCCO)c1[N+](=O)[O-]
30* | i | 17 | 12 | i | -2 | -2 | 15 | 59* | 7 | O=C(CCCCn1c(=S)[nH]c2ccsc2c1=O)NCc1ccc2c(c1)OCO2
4 | i | 0.5 | 0 | i | -7 | -4 | 2 | 18 | 3 | COCOc1ccc(C=O)c(O)c1
3 | i | 0.4 | -1 | i | 16 | 0 | -4 | -5 | -4 | CCN(CC)c1ccc(N/C(N)=N/c2nc(C(F)(F)F)cc(=O)[nH]2)cc1
-1 | i | -0.1 | -1 | i | -1 | 2 | -24 | -9 | 3 | COc1ccc(OC)c2nc(-c3cccnc3)ccc12
-1 | i | -2.6 | -2 | i | -1 | -3 | -2 | -5 | -1 | CC(=O)Nc1ccccc1NS(=O)(=O)c1ccccc1[N+](=O)[O-]
-4 | i | 3.3 | 0 | i | -5 | -5 | -5 | -10 | -1 | Cn1nc(-c2ccccc2)c(-c2nc(-c3cccc(Cl)c3)no2)c1Cl
-5 | i | -0.1 | -2 | i | 2 | -1 | -1 | -7 | -4 | CCSc1ncc(Cl)c(C(=O)Nc2ccc(S(=O)(=O)Nc3ncccn3)cc2)n1
1 | i | -0.5 | 1 | i | -1 | 1 | 6 | -5 | 1 | O=C1CCC(C(=O)N2CCCCO2)CN1CCc1ccc(Cl)cc1 (stereo not given)
-2 | i | -2.6 | -1 | i | 0 | 4 | 5 | 1 | 5 | CCN(CC)C(=O)Cn1cc(C(=O)C(=O)N2CCN(C)CC2)c2ccccc21
-7 | i | 0.2 | 0 | i | 1 | 3 | 1 | -7 | 0 | Fc1ccccc1CSc1nnc(-c2cccnc2)o1
-1 | i | -1.1 | 2 | i | -2 | 1 | 3 | -6 | 4 | Cc1cccnc1NC(=O)C12CCC(C)(C(=O)O1)C2(C)C (stereo not given)
0 | i | -1.5 | 0 | i | -1 | 0 | 0 | -6 | 4 | COc1ccccc1C(=O)NCCC(=O)NC(C)c1ccc(-n2ccnc2)cc1 (stereo not given)
-2 | i | -0.5 | 0 | i | 1 | -1 | -14 | -11 | 4 | CCc1ccc2c(CSc3nnnn3C)cc(=O)oc2c1
4 | i | -0.8 | -1 | i | 1 | -5 | -30 | -3 | 1 | O=C(COC(=O)Cc1ccccc1F)NNC(=O)c1ccc([N+](=O)[O-])cc1
2 | i | 0.8 | -2 | i | -3 | 4 | -1 | -10 | -6 | Cc1c(NC(=O)CN2C(=O)NC(CCc3ccccc3)C2=O)c(=O)n(-c2ccccc2)n1C (stereo not given)
3 | i | -1.8 | 5 | i | -1 | -4 | -17 | nt | -3 | CC(C)CC(N)c1csc(NC(=O)Nc2ccccc2C(C)(C)C)n1 (stereo not given)
-6 | i | 0.6 | -4 | i | 0 | -3 | 5 | -20 | -6 | CCCCCC(=O)c1ccc(O)cc1O
3 | i | -2.5 | 0 | i | 0 | 2 | -6 | -1 | -5 | CCCCN(C(=O)c1ccc(N2CCCC2=O)cc1)c1c(N)n(Cc2ccccc2)c(=O)[nH]c1=O
7 | i | 3.7 | 1 | nt | -5 | 0 | -1 | -9 | -5 | Fc1ccc(C2CC(c3cccs3)=NN2c2ccccc2)cc1 (stereo not given)
-1 | i | -0.9 | 0 | i | 45 | 2 | 3 | -1 | -7 | CS(=O)(=O)Cc1ccc(C(=O)NC2CCCc3ccccc32)cc1 (stereo not given)
4 | i | -0.4 | -3 | i | -1 | 1 | 3 | -9 | 0 | CCCCC(=O)N1CC(=O)Nc2ccc(F)cc2C1c1ccccc1 (stereo not given)
0 | i | 1.8 | 0 | i | -2 | 4 | 0 | nt | -4 | COc1ccccc1-c1ccc2c(c1)C(C)(Cc1ccc(OC(F)(F)F)cc1)C(=O)N2 (stereo not given)

Two consecutive compounds from above, for reference:
NadD inh | Rpn11 block | LMPTP block | STEP inh | Neddylation inh | DNMT1 inh | Rin1-Abl PPI inh | SUMO1 PPI mod | Scp-1 inhibitor | CSN deneddyl inh | SMILES
2 | i | 0.8 | -2 | i | -3 | 4 | -1 | -10 | -6 | Cc1c(NC(=O)CN2C(=O)NC(CCc3ccccc3)C2=O)c(=O)n(-c2ccccc2)n1C (stereo not given)
3 | i | -1.8 | 5 | i | -1 | -4 | -17 | nt | -3 | CC(C)CC(N)c1csc(NC(=O)Nc2ccccc2C(C)(C)C)n1 (stereo not given)
